Assay outcomes (PubChem)
PKA-R1A act – PKA-R1A complex activation; PKA-R1A dissociation, Cy5-IP20 fluorescence polarization; scaled: DMSO 0%, 113 µM cGMP 100%; activation, % at 11.4 µM; 0.083% of 340,000 active; AID 504707;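 active means percent activation above the mean of all tested compounds plus 3 SD, cut at about 19% in these data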;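 further: higher means more PKAc released from R1A so a rise in polarization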
SUMO Mot1 rescue – SUMOylation pathway inhibition by Mot1-301 growth rescue; S. cerevisiae Mot1-301 growth rescue, ATP luminescence, 38.5C; percent above DMSO median, 100 means doubled; growth rescue, % at 18.8 µM; 1% of 320,000 active;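 active means every valid replicate shows activation above 250% relative to neutral control wells; inactive means the rest, any valid replicate at or below 250%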;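 further: OY570 slx delta 5 strain wells were the positive control but not used for scaling; some compounds called inactive have numbers as strong as hits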
OPRM1-OPRD1 inv – inverse agonists of human mu-delta opioid receptor heterodimerization; 0.21% of 340,000 active; inhibition, % at 9.3 µM; cell-based MOR-DOR heterodimer luminescence, inverse agonism; P35372+P41143; in the data active means inhibition above about 22%, passing the limit was not always enough;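 further: 0% = cells with DMSO and 100% = wells without cells with DMSO; values of inactives mirror those of a sister screen read the other way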
phage Ecoli inh – E. coli growth loss with phage present | growth absorbance | inhibition, % at 11.9 µM | 0.26% of 360,000 active | AID 651602; in the data active means inhibition above about 11%
Tat export inh – blocks Tat-dependent protein export in E. coli; inhibition, % at 10 µM; 0.036% of 340,000 active; E. coli MC4100 TorA-mCherry Tat export, fluorescence;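 active means mean replicate inhibition at least 50% and at least half of replicates individually reaching 50%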;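 further: exported cargo escapes ClpAP degradation while cytoplasmic cargo is degraded and loses fluorescence; 0% = median of neutral control wells and 100% = median of NaSCN control wells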
AddAB inh – less growth of phage-infected E. coli with AddAB; E. coli expressing H. pylori AddAB, absorbance growth; inhibition, % at 11.9 µM; AID 435030; 0.29% of 330,000 active; in the data active means inhibition above about 12%;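 further: 0% = vehicle wells of infected cells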
DSG3 Ab inh – blocks pemphigus antibody binding to human desmoglein-3. DSG3-coupled beads, scFv-anti-DSG3-GFP binding, flow cytometry; stronger effect = lower value. binding (percent of control), % at 10 µM. 0.48% of 310,000 active. AID 588358;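 active means binding more than 3 SD below its plate's average and above zero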;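 further: hits lower antibody fragment binding to DSG3; some compounds called inactive have numbers as strong as hits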
Target sequence (P32926 whole entry, looked up, the tested form may be a part): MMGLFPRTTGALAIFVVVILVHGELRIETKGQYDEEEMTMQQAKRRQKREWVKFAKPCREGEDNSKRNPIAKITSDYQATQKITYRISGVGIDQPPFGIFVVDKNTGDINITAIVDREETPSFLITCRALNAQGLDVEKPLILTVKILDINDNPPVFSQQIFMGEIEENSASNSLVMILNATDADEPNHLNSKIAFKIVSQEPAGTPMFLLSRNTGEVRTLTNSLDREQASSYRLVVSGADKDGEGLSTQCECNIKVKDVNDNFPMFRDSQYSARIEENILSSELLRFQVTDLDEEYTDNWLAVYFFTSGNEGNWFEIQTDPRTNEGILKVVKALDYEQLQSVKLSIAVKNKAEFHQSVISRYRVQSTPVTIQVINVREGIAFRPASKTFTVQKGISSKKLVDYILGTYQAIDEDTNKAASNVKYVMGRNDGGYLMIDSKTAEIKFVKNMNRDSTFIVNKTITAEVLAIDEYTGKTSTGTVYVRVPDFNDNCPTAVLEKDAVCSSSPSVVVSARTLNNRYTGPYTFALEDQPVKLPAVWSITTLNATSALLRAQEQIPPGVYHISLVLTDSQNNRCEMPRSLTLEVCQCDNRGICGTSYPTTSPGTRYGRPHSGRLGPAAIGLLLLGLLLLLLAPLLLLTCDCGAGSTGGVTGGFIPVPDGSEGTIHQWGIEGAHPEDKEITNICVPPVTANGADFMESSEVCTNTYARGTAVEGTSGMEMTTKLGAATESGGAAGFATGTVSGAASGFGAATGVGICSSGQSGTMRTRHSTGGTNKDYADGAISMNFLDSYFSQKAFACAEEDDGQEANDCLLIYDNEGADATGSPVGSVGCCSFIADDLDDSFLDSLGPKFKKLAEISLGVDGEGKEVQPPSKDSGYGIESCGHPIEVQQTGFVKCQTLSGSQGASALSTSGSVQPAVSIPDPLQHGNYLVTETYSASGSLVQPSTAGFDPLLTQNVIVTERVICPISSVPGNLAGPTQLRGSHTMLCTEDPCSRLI
Arr AP2 block – human beta-arrestin and AP2 interaction inhibition; 0.31% of 340,000 active; inhibition, % at 10 µM; FITC-arrestin peptide / GST-AP2 beads, flow cytometry; AP2 beta2 appendage carries R879A mutation;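 active means inhibition above a set limit, near 3 SD of compounds lacking own fluorescence, cut at about 54% in these data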;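 further: plate controls were DMSO wells for no effect and 5 µM unlabelled arrestin peptide for full effect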
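test system = AP2 appendage R879A on GSH beads | buffer or medium = PBS plus Tween 20 (0.05%) and BSA (0.1%) | incubation = 12 min plus 1 h, RT | detection = bead flow cytometry, FITC channel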
PfHsp90 set2 – growth inhibition of yeast expressing Plasmodium Hsp90. 0.32% of 310,000 active. inhibition, % at 9.4 µM. AID 504621. S. cerevisiae expressing PfHsp90, BacTiter-Glo ATP, 48 h; yeast lacking PDR1 and PDR3 efflux regulators;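 active means every replicate shows inhibition above about 80%, whatever the replicate mean, limit read from the data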;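 further: 0% = DMSO neutral controls and 100% = 20 µM radicicol positive controls; yeast relying on Plasmodium falciparum Hsp90 in place of its own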
E coli growth – counter-screen for AddAB inhibitors: E. coli growth inhibition; 0.27% of 330,000 active; E. coli V3065 growth, OD600 absorbance, 18 h; inhibition, % at 11.9 µM;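 active means inhibition above the campaign's mean inhibition across all tested compounds plus 3 SD, cut at about 9.9% in these data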;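 further: uninfected addAB+ strain grown without phage in ampicillin broth; 0% = DMSO wells and 100% = ciprofloxacin 0.95 µg/ml wells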
MOR-DOR ag – OPRM1-OPRD1 heterodimerization agonism | P35372+P41143 | cells, luminescence | activation, % at 9.3 µM | 0.3% of 340,000 active; in the data active means activation above about 18%;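 further: 0% = vehicle-treated cells and 100% = reference agonist; values of inactives mirror those of a sister screen read the other way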
An asterisk follows results filed as active; . = not tested or not shown.

Below each SMILES: PKA-R1A act, SUMO Mot1 rescue, OPRM1-OPRD1 inv, phage Ecoli inh, Tat export inh, AddAB inh, DSG3 Ab inh, Arr AP2 block, PfHsp90 set2, E coli growth, MOR-DOR ag
- CCc1nnc2n1N=C(c1ccc(-c3cc(Cl)ccc3Cl)o1)CS2
 : 1, -13, 3, -0.5, -4, -0.1, 102, 30, -27, 0.2, -0.5
- Cc1[nH]c(-c2ccc(F)cc2)cc1C(=O)N1CCN(c2ccccc2F)CC1
 : 0, -2, 1, 0.0, 8, ., 101, -5, 12, ., -0.1
- CCOC(=O)c1ccc(N2C=C(C(=O)OC)C(c3ccc(OC)c(O)c3)C(C(=O)OC)=C2)cc1
 : 4, -12, 0, -0.2, 2, -1.6, 92, 25, 10, -0.3, 0.0
- COC(=O)c1cc(NC(=S)Nc2cc(Cl)cc(Cl)c2)cc(C(=O)OC)c1
 : -2, -8, 1, 4.1, -4, 1.8, 113, 8, -14, 0.9, -0.2
- CCC(=O)N1c2ccccc2-c2nnc(SC)nc2OC1c1ccc(OC)c(OC)c1 (stereo unspecified)
 : 6, 19, 14, 3.6, 2, 1.3, 113, 4, -12, 3.3, -2.8
- Nc1nc(NCCO)nc(NC2CCCCC2)c1[N+](=O)[O-]
 : 5, -17, 1, 4.4, 9, 0.7, 123, 7, -3, 1.6, -0.2
- O=C(O)Cc1sc(NCCc2ccccc2)nc1-c1ccc(F)cc1
 : 8, -11, -6, 0.9, -3, 4.4, 116, -4, 32, 1.8, 0.7
- O=S(=O)(NCC(c1ccco1)N1CCCCC1)c1ccccc1C(F)(F)F (stereo unspecified)
 : 8, 64, -26, 0.6, -4, 3.3, ., 12, 5, 1.2, 6.7
- Oc1ccc(N=Nc2n[nH]c(-c3ccc(Cl)cc3)n2)cc1
 : 3, 2, 3, 1.2, -9, -0.8, 122, 5, -47, -1.1, -0.5
- Cc1ccc(-n2nc3ccc(NC(=O)C(C)C)cc3n2)cc1
 : -11, 25, -17, 5.9, -2, 2.7, 97, 5, 4, 0.1, 3.4
- CCOC(=O)c1cn2nc(Oc3ccc(C)cc3)ccc2n1
 : ., 23, ., 0.9, -8, 1.9, 98, 12, 0, -1.0, .
- O=C(O)c1ccc(/C=N/Nc2nnnn2-c2ccccc2)cc1
 : 4, -14, 14, 5.4, 1, 0.8, 99, -6, -49, 1.0, -2.6
- O=C(Cn1cc(C(F)(F)F)cc(Cl)c1=O)NCC1COc2ccccc2O1 (stereo unspecified)
 : -2, -17, 8, -1.3, -1, -0.8, 98, 3, 9, -1.1, -2.1
- Cc1ccc(NC(=O)Cn2c(=O)cnc3ccccc32)cc1S(=O)(=O)N1CCOCC1
 : -4, 3, 4, -1.1, -2, 2.6, 70, -9, 11, 0.3, -1.0
- COc1ccc(CC(=O)O/N=C(\N)c2ccc(OC)cc2)cc1
 : 3, 5, -17, 2.1, -3, -2.3, 105, -3, -5, -1.3, 3.3
- COc1cc(CC(=O)Nc2sc3c(c2C(N)=O)CCCC3)cc(OC)c1OC
 : -2, -26, -14, 1.2, 1, 2.7, 98, -2, -8, 2.8, 1.8
- C=CCn1c(SCC(=O)NC(=O)c2cccc([N+](=O)[O-])c2)nnc1-c1ccccc1F
 : -3, -25, 15, 2.3, 2, 3.8, 111, 28, -7, 0.6, -3.0
- CN(Cc1cccs1)CC(O)COCc1ccco1 (stereo unspecified)
 : 2, 14, 14, 2.2, -1, 5.1, ., 27, -9, 3.2, -2.7
- CC(C)(CO)NS(=O)(=O)c1ccc2c(c1)C(=O)c1cc(S(=O)(=O)NC(C)(C)CO)ccc1-2
 : 6, 6, 6, 1.7, 14, 0.8, 90, 3, -10, 4.5, -1.2
- O=C(CCN1CCCCCC1)Nc1ccc2c(c1)OCCO2
 : 1, 19, 0, -0.5, 1, 4.0, 101, 10, -2, 1.2, 0.1
- CN(CC(=O)Nc1ccccc1C(=O)NC1CC1)Cc1cccs1
 : 2, 5, 5, -0.6, -7, 0.6, 98, -8, 5, 0.5, -1.3
- O=C(COc1ccc(F)cc1)Nc1cc(S(=O)(=O)N2CCCCC2)ccc1N1CCCCC1
 : 6, -5, -7, 3.5, 1, 1.0, 98, 33, ., 0.4, 1.1
- CCc1nn2cc(C(=O)c3cc(Cl)ccc3O)cnc2c1-c1ccc(F)cc1
 : -1, 279, -22, 2.5, 1, -1.2, 103, -9, 11, 0.3, 3.6
- CN(C)CCCNC(=O)c1ccc(Cl)c(S(=O)(=O)N(C)c2ccccc2)c1
 : -10, -10, 4, 3.6, 2, 0.0, 99, 3, 15, -4.4, -0.8
- O=C(NCCCN1CCCC1=O)C(=O)Nc1cccc(F)c1
 : 4, 12, 1, 1.2, 3, 0.0, 94, -19, -6, 0.7, -0.1
- COc1ccccc1N(CC(=O)N/N=C/c1c(O)ccc2ccccc12)S(C)(=O)=O
 : 8, 19, -16, 0.3, -1, 3.5, 101, 15, -46, -4.5, 3.1
- Cc1cccc(NC(=O)C2CC(=O)n3ncnc3N2)c1 (stereo unspecified)
 : ., 20, ., -1.4, -6, 0.3, 100, 33, -22, -1.5, .
- COc1ccc(C(=O)N/C(=C\c2ccco2)C(=O)NCc2ccco2)cc1
 : -5, -16, 21, 0.2, 9, 3.5, 100, -6, -10, 0.9, -4.1
- CCCNS(=O)(=O)c1ccc(OCC(=O)NCc2ccc3c(c2)OCO3)cc1
 : -1, 6, 8, 3.7, 0, 0.1, 98, -5, ., -1.6, -1.5
- Cc1ccc(S(=O)(=O)N(C)c2nc3ccccc3n3c(C(C)C)nnc23)cc1
 : -2, 138, 3, 0.5, -1, 6.1, ., 5, -5, -0.8, -0.6
- Fc1cccc(Cl)c1CSc1ncn[nH]1
 : 3, -18, -8, 1.2, 4, -1.6, ., 1, 11, 0.4, 1.5
- O=[N+]([O-])c1ccc(-c2csc(N3CCCCCC3)n2)cc1
 : 0, 5, 3, 1.9, -1, -2.8, 106, -1, 12, 1.5, -0.7
- CCOc1ccc(C(=O)NCc2ccccn2)cc1
 : 4, 5, 14, ., 13, 0.6, 98, -1, -9, 0.0, -2.5
- CCc1ccc(NC(=O)CN(C)S(=O)(=O)c2ccc3[nH]c(=O)oc3c2)cc1
 : -13, 5, 9, ., 5, -0.1, 102, 0, -13, 3.2, -1.7
- O=C(Nc1ccc(S(=O)(=O)N2CCCCC2)cc1)C1CCCN(C(=O)c2ccc(Cl)cc2)C1 (stereo unspecified)
 : 7, -8, -5, 6.5, -2, 3.0, 101, 4, -37, 1.4, 0.8
- Cn1c(CN2CCCC2)nc2cc(NC(=O)C3CCCCC3)ccc21
 : -2, -11, -3, 0.1, 2, 2.3, 102, 26, 58, 0.0, 0.5
- O=C(CN1CCCCCCC1)N/N=C/c1ccc(F)cc1F
 : 11, 5, 7, 1.5, 4, 6.2, ., 10, 31, -0.2, -1.4
- C=CCn1c(C)cc(C(=O)Cn2c(C(C)O)nc3ccccc32)c1C (stereo unspecified)
 : -3, 53, -5, 1.1, 10, 1.7, 104, 22, 0, 1.4, 0.9
- NC(N)=N/N=C/c1ccc2cccc(OCc3ccccc3)c2n1
 : -4, -7, 7, 3.0, -25, 4.7, 117, -9, 7, -0.7, -1.4
- CCN(C(=O)CCS(=O)(=O)c1cccc2nsnc12)c1cccc(C)c1
 : -6, -2, 15, -0.7, -3, 2.7, ., -3, 7, -0.6, -2.4
- c1ccc(-n2c3ccccc3c3ccccc32)cc1
 : ., -6, ., 3.5, ., 1.4, 112, 11, ., 1.5, .
- CCCCNc1nc2ccccc2[nH]1
 : 13, 0, -2, 0.6, 5, 1.9, 105, -1, 22, -1.1, 0.3
- CCC(C)(C(=O)Nc1c(C)cccc1C)N(C)C(=O)c1ccc2ccccc2n1 (stereo unspecified)
 : -2, 13, 2, 3.4, 4, -1.8, 100, 5, 21, 0.3, -0.3
- COc1ccc(-n2c(=O)[nH]cc(C(=O)N3CCCc4ccccc43)c2=O)cc1
 : -2, 900, 13, 1.2, -2, 4.8, 75, -10, ., 0.6, -2.5
- Cc1sc2nc(C)n(/N=C/N(C)C)c(=O)c2c1C
 : -3, -14, 10, 1.2, -4, 2.2, 102, 3, -54, 3.7, -2.0
- Cc1c(C)n(Cc2ccccc2)c2ccc(C(=O)NCCN3CCOCC3)cc12
 : -8, 7, -2, 1.6, 0, 2.9, 111, 18, 12, -2.9, 0.3
- CSCC[C@H](NC(=O)N1CCn2c1nc1ccccc12)C(=O)NCc1ccco1
 : 2, 19, ., 1.0, -5, 0.8, 97, 32, -2, -1.5, .
- Cc1ccccc1C(=O)NNC(=O)c1ccoc1C
 : -8, -11, 0, -0.8, -3, 1.6, 92, 6, -23, 2.9, 0.0
- COc1ccccc1/C=C(/CC(=O)NCc1ccccc1)c1nc2ccccc2s1
 : 1, 4, 4, -0.1, 5, 1.2, 102, 5, -7, -2.4, -0.8
- O=C(Oc1cccc([N+](=O)[O-])c1)N1CCCCC1
 : 1, 5, 11, 2.3, 0, -0.2, 93, -5, 6, -1.8, -1.7
- COc1ccc(CNC(=O)C(C)OC(=O)CCN2C(=O)C3CC=CCC3C2=O)cc1 (stereo unspecified)
 : 0, ., 8, 1.5, -4, 2.3, 99, -3, ., 3.1, -1.5
- COc1ccccc1CN1CCNC(=O)C1CC(=O)NCC1CCOCC1 (stereo unspecified)
 : -1, 5, 1, 0.0, -1, 1.2, 130, 5, 2, 0.4, -0.2
- N#CCc1ccc(OC(=O)c2cccnc2Cl)cc1
 : 3, 8, 10, 0.7, 4, 2.2, 118, -7, -6, -0.5, -1.8
- COC(=O)c1ccc(C(=O)N2CCCC(Nc3ccc(C(C)C)cc3)C2)nc1 (stereo unspecified)
 : -6, 4, 2, 1.9, -1, 3.2, ., -7, -24, 0.6, -0.3
- Cc1sc(NC(=O)CSc2nnc3scc(-c4ccccc4)n23)c(C#N)c1C
 : 4, -9, -105, -1.0, 4, 3.0, 84*, -1, -13, -0.2, 19*
- CCc1ccc(S(=O)(=O)/N=C2\C=C(Nc3ccc(C(=O)O)cc3)C(=O)c3ccccc32)cc1
 : -6, -21, -39, 7.0, -1, 4.4, 99, 12, -21, 0.8, 7.3
- Cc1cc(-n2c(C)cc(C(=O)CN3C(=O)NC4(CCCCCC4)C3=O)c2C)no1
 : 3, 13, -2, -1.4, 3, -0.1, 103, 12, 13, 1.1, 0.3
- O=C(Nc1cccc2ccccc12)/C(=C/c1ccc([N+](=O)[O-])cc1)NC(=O)c1ccccc1
 : -11, -4, -24, 3.1, -3, -0.6, ., 6, ., 1.6, 4.1
- COc1ccc(N(C)S(=O)(=O)c2cccc(C(=O)OCC(=O)N3CC(C)CC(C)C3)c2)cc1 (stereo unspecified)
 : -5, 3, -11, 3.9, 8, -1.6, 115, 42, -17, -0.4, 2.1
- CCOC(=O)C1(CCOC)CCN(Cc2nc(C(C)C)cs2)CC1
 : -5, -6, -10, 2.1, 6, -1.1, 97, 2, -18, 0.2, 1.9
- O=c1oc(Cl)c(Cl)c2ccccc12
 : 7, 74, 2, 4.7, 2, -1.3, 102, 23, 14, -1.2, -0.4
- CC(C)(C)OC(=O)NCC1CCC(C(=O)NC[C@H](CC(=O)O)c2ccc(Cl)cc2)CC1 (stereo partly specified)
 : -6, 336*, 2, 3.3, 3, -0.2, 89, 11, -4, -2.1, -0.5
